Source: PubChem
ZTA DNA inh – counter-screen for EBNA-1 inhibitors: inhibitors of Epstein-Barr virus ZTA | 0.15% of 320,000 active | ZTA-DNA binding, fluorescence polarization | inhibition, % at 11 µM | P03206 | AID 2234; in the data active = inhibition above about 33%
EBNA-1 inh – blocks EBNA-1 binding to DNA; EBNA-1 DNA binding, fluorescence polarization; inhibition, % at 14.8 µM; 0.34% of 300,000 active; AID 1950; in the data active = inhibition above about 28%
Bcl-xL primary – inhibitors of human Bcl-xL; GST-Bcl-xL / FITC-Bim BH3 peptide fluorescence polarization; inhibition, % at 10.9 µM; 0.7% of 320,000 active; AID 2129;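 active = inhibition above the mean of all tested compounds plus 3 SD, cutoff set per campaign, cut at about 30% in these data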;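 note: 0% = DMSO wells and 100% = unlabeled Bim-BH3 peptide competitor; inhibitors lower millipolarization by displacing the labeled peptide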
Target sequence (Q07817 whole entry, looked up): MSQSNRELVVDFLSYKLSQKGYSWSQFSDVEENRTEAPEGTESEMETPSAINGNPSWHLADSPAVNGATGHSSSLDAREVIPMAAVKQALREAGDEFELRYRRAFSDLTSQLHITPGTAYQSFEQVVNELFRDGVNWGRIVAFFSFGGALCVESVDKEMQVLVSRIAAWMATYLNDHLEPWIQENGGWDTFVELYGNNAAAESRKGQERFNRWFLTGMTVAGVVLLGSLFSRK
CR mimetic SO – lowers age-related superoxide in aged yeast cells | superoxide response (% of plate mean), % at 10 µM | S. cerevisiae aged cells, superoxide DHE fluorescence; active compounds read low | 0.18% of 330,000 active | AID 2690;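 active = superoxide response under a set limit, about three screen SD below normal, cut at about 65% in these data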;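 note: yeast aged for seven days with compound at 30 °C before DHE staining; 100% = average MFI of all compound-treated wells on the plate with controls excluded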
MEX-5 binding – C. elegans MEX-5 TCR-2 RNA binding activity. Q9XUB2. MEX-5/FITC-TCR2 RNA binding, fluorescence polarization; active compounds read low. activity score (negative = inhibition of binding), % at 10 µM. 0.38% of 300,000 active. AID 1832;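 active = inhibition past about -25% in most replicates, and total fluorescence under double the plate's negative control median, limit read from the data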;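 note: 0% = DMSO and -100% = 5 µM competing unlabeled TCR2 RNA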
Target sequence (Q9XUB2 whole entry, looked up): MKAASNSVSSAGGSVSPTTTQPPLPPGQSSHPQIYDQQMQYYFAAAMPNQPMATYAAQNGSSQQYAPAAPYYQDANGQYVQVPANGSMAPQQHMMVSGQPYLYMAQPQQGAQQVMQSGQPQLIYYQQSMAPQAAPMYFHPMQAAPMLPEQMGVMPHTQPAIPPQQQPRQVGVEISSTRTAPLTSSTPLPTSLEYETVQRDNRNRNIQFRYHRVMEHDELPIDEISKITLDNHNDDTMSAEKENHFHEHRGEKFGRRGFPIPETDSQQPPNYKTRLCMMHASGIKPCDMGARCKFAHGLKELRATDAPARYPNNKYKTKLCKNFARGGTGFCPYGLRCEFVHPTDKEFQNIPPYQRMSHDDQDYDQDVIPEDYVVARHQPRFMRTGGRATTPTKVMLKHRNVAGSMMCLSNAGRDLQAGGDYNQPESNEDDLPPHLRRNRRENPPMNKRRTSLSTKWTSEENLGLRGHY
GLD-1 TGE inh – GLD-1-TGE RNA interaction inhibition (C. elegans) | purified GLD-1 + fluorescein TGE RNA, fluorescence polarization | AID 2280 | 0.44% of 320,000 active | Q17339 | inhibition, % at 5.96 µM;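 active = percent inhibition above a per-plate cutoff, the plate mean of test compounds plus 3 SD, cut at about 30% in these data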;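 note: 0% = DMSO wells with GLD-1 and probe and 100% = wells lacking GLD-1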
MCL1 BIM primary – disrupts human MCL1 binding to BIM-BH3 peptide; Q07820; GST-MCL1 / FITC-Bim-BH3 fluorescence polarization; 0.68% of 320,000 active; inhibition, % at 10.9 µM;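 active = inhibition above the mean inhibition of all tested compounds plus 3 SD, set per campaign, cut at about 40% in these data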;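 note: 0% = DMSO wells and 100% = unlabeled Bim-BH3 peptide control; higher means more loss of mP so more displacement of Bim peptide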
Target sequence (Q07820 whole entry, looked up): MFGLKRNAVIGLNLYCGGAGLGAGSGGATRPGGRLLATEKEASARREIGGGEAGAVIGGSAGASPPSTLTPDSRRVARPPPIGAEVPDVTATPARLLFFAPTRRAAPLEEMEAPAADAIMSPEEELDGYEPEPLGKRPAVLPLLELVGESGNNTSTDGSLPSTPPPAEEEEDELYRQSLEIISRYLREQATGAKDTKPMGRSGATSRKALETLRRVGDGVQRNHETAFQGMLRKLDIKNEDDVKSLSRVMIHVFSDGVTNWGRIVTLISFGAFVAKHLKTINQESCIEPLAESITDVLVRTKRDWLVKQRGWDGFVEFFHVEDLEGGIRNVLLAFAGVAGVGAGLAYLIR
Efflux pump inh – antifungal efflux pump inhibition, Nile Red retention; S. cerevisiae Candida pump triplex; inhibition, % at 10 µM; 0.44% of 330,000 active;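 active = plate passing quality check with inhibition over a set limit, or well fluorescence over plate mean plus 4 SD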;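 note: Nile Red retained in pooled yeast measured as flow cytometry median fluorescence; 0% = buffer negative control and 100% = Enniatin B positive control; higher means more Nile Red kept so more efflux inhibition; some compounds called inactive have numbers as strong as hits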
Fam108B counter – blocks mouse Fam108B hydrolase in RBBP9 counter-screen; recombinant Fam108B, FP-Rh probe fluorescence polarization; inhibition, % at 9.51 µM; 0.33% of 300,000 active;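 active = inhibition above the screen mean inhibition plus 3 SD, computed separately per campaign, cut at about 18% in these data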;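 note: inhibitors lower polarization as less probe binds the enzyme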
* hit, by the source's call; · = no result given.

SMILES	ZTA DNA inh	EBNA-1 inh	Bcl-xL primary	CR mimetic SO	MEX-5 binding	GLD-1 TGE inh	MCL1 BIM primary	Efflux pump inh	Fam108B counter
COc1ccc(N2CCN(C(c3cccs3)C(C)NC(=O)c3ccc4c(c3)OCO4)CC2)cc1 (configuration not stated)	-2	3	0	97	-1.1	7	16	0.1	2
CN(c1ccc(OCC(=O)Nc2nc(-c3ccccc3)cs2)cc1)S(=O)(=O)c1ccc(F)cc1	-1	-19	3	120	2.2	0	2	-0.1	-19
Clc1ccccc1-c1nn2c(COc3ccccc3)nnc2s1	11	5	0	109	0.8	2	5	0.1	2
O=C(CN1CCCc2ccccc21)Nc1ccccc1[N+](=O)[O-]	7	-9	-1	120	2.2	3	0	0.2	2
CCc1cccc(N=c2c([N+](=O)[O-])nn(-c3ccc4c(c3)OCCO4)n2O)c1	-8	6	4	93	0.4	4	-3	0.0	1
CCSc1ncc(/C=N/Nc2ccc([N+](=O)[O-])cc2)n1C	7	3	-35	86	-3.0	-12	-65	-0.1	-6
CC(=O)n1c(=O)oc2ccccc21	-7	7	3	96	0.6	4	2	0.0	-5
CCOc1ccc(CCNC(=O)C2CC(=O)N(c3ccccc3OCC)C2)cc1OCC (configuration not stated)	13	-8	9	103	2.1	1	3	0.0	1
Cc1ccc(C2=NNC(=O)C(P(=O)(c3ccccc3)c3ccccc3)C2)cc1 (configuration not stated)	0	9	0	101	-2.0	8	8	-0.1	0
Cc1cc(=O)oc2cc(OCc3ccc(C(=O)OCC(=O)NC4CCS(=O)(=O)C4)cc3)ccc12 (configuration not stated)	23	5	7	105	-4.9	7	7	0.0	-9
Cc1cc(C)cc(OCC(=O)OCC(=O)NC2CCCCCC2)c1	-23	·	-1	93	·	3	-5	0.2	·
CCN1CCN(c2ncnc3c2nnn3Cc2ccccc2)CC1	-11	-4	7	94	1.0	2	2	0.0	-2
Cc1ccc(S(=O)(=O)N(C)C)cc1NS(=O)(=O)c1ccc(Cl)s1	-18	-5	2	110	-0.3	-2	4	0.1	-2
O=C(/C(C=Nc1ccc(F)cc1)=C(/O)c1ccco1)C(F)(F)F	-5	2	2	91	2.5	1	-4	-0.1	0
Cc1ccc(-c2csc(NC(=O)c3ccc([N+](=O)[O-])o3)n2)cc1	9	11	5	104	1.3	-4	11	0.1	5

Of the compounds above, 2 contain a Cl atom.
SMILES	ZTA DNA inh	EBNA-1 inh	Bcl-xL primary	CR mimetic SO	MEX-5 binding	GLD-1 TGE inh	MCL1 BIM primary	Efflux pump inh	Fam108B counter
Clc1ccccc1-c1nn2c(COc3ccccc3)nnc2s1	11	5	0	109	0.8	2	5	0.1	2
Cc1ccc(S(=O)(=O)N(C)C)cc1NS(=O)(=O)c1ccc(Cl)s1	-18	-5	2	110	-0.3	-2	4	0.1	-2

(list continues)
SMILES	ZTA DNA inh	EBNA-1 inh	Bcl-xL primary	CR mimetic SO	MEX-5 binding	GLD-1 TGE inh	MCL1 BIM primary	Efflux pump inh	Fam108B counter
COc1ccc(C(=O)NCc2nnc(SCC(=O)Nc3cc(C)cc(C)c3)o2)cc1OC	3	13	3	93	-1.6	8	0	0.0	-1
CCOc1ccc(/C=C2/Sc3ccc(C(=O)N4CCN(C(=O)c5ccco5)CC4)cc3N(C)C2=O)cc1OC	13	-7	5	84	-4.3	4	5	-0.1	2
CCn1c(Cc2ccc(OC)cc2)nc2ccccc21	-10	0	1	104	-0.2	5	-2	-0.1	-1
O=C(CN1CCOCC1)Nc1ccc(Br)cc1	-3	3	5	96	-3.4	0	0	-0.2	5
CCCCCC/C(=N\NS(C)(=O)=O)c1ccccc1	2	-1	5	102	1.4	1	8	-0.1	5
COc1ccc(C2(C)NC(=O)N(CC(=O)Nc3ccc(Br)c(C)c3)C2=O)cc1OC (configuration not stated)	-12	4	1	111	0.1	4	-16	-0.1	-8
CCOc1ccc(NC(=O)CN(C)C(=O)C2(c3ccccc3)CC2)cc1OCC	5	-4	7	97	0.4	8	5	0.1	-1
COC(=O)c1ccccc1NC(=S)NC(=O)C1CC1	16	13	3	93	1.9	6	12	0.0	-2
COc1ccc(S(=O)(=O)Nc2nc3ccccc3nc2NCC2CCCO2)cc1 (configuration not stated)	4	-4	2	103	1.3	12	2	0.1	2
O=S1(=O)c2cccc3cccc(c23)N1Cc1nnc(-c2ccccc2Br)o1	-11	9	4	92	-0.3	3	2	0.2	-1
Cc1oc(-c2cccs2)nc1CN1CCN(CC(C)C)C(CCO)C1 (configuration not stated)	2	0	3	89	2.1	-1	22	0.3	-3
CN(CC(=O)Nc1cccc(F)c1)CC(=O)Nc1ccccc1Oc1ccccc1	-6	-8	0	107	1.2	0	-10	0.4	-1
O=C(NCc1ccccn1)c1ccc2ccccc2n1	11	13	2	111	3.4	4	1	0.0	0
NC(=O)c1c(NC(=O)Cn2cc([N+](=O)[O-])cn2)sc2c1CCCC2	1	6	0	102	3.6	1	5	-0.1	3
CC(=O)Nc1ccc(NC(=O)COC(=O)Cc2cccs2)cc1	-5	-7	-1	88	-0.4	6	1	-0.1	-2
COC(=O)CC[C@@H](C(=O)O)N1C(=O)c2ccccc2C1=O	3	-5	9	101	0.8	-3	4	0.1	-3
Brc1ccc2c(c1)CN1CCCC1=N2	0	1	0	104	-0.4	0	-11	-0.1	-1
Cc1nnc(N(C(=O)c2cnccn2)c2ccccc2)s1	9	15	4	105	1.0	-2	10	-0.1	4
Cc1noc(C(=O)Nc2c(C)n(C)n(-c3ccccc3)c2=O)c1Cl	4	9	-2	87	-3.2	0	3	-0.2	-2
Cc1ccccc1C1c2[nH]c3ccccc3c2CCN1CCCn1cccn1 (configuration not stated)	-7	-8	2	98	-0.4	5	6	0.1	0
CCN(CC)CCCN=Cc1c(O)n(Cc2ccccc2)c(=O)c2ccccc12	-5	-10	4	92	0.2	0	-2	0.1	1
Cc1ccnc(NS(=O)(=O)c2ccc(NS(=O)(=O)c3ccc(Br)cc3)cc2)n1	7	5	8	113	0.0	-4	0	0.7	-3
CC(C)C[C@H](NC(=O)[C@H](Cc1ccccc1)n1c(=O)[nH]c2ccccc2c1=O)C(=O)N1CCC(C(=O)O)CC1	-19	-5	0	87	0.6	4	-4	-0.3	1
O=C(C1=C[C@@H](c2coc3ccccc3c2=O)C[C@@H](OCCCCO)O1)N1CCN(Cc2ccccc2)CC1	-5	18	5	99	-1.5	9	7	0.0	-1
COC(=O)Cn1cc(C(=O)C(F)(F)F)c2ccccc21	-17	-10	-3	93	1.6	4	6	0.0	-5
CCOC(=O)c1c(NC(=O)COc2cccc3c2CCN(Cc2ccc(F)cc2)C3=O)sc2c1CCC2	-11	0	5	104	-1.2	1	0	0.0	-2
Cc1ccc(-c2onc3ccc(Cl)cc23)cc1	-2	-4	5	120	-2.5	4	3	0.3	-7
COC(=O)C(CCSC)NC(=O)CNC(=O)C1CCCCC1 (configuration not stated)	4	-6	7	94	0.0	8	6	-0.1	5
CN(C)S(=O)(=O)c1cccc(NC(=S)NCc2ccc3c(c2)OCO3)c1	5	-11	-1	86	-2.9	5	5	0.1	-2
Cc1cccc([N+](=O)[O-])c1NC(=O)CSc1nnc2ccccn12	13	·	3	107	·	-2	-1	0.0	·
C/C(N)=C(/C#N)C(=O)CSc1nnc(SCc2ccc(Cl)cc2)s1	6	1	-1	100	-1.3	1	2	-0.1	0
COCCCN1C(=O)c2ccc(C(=O)OCC(=O)NCCc3ccccc3)cc2C1=O	-23	9	-3	99	-1.1	3	-8	-0.2	1
Cc1cccc(NC(=O)c2ccc([N+](=O)[O-])cc2Cl)n1	0	-9	-3	105	2.6	-4	-3	0.9	3
COc1ccc(NS(=O)(=O)c2ccc(Oc3cccc(C(=O)O)c3)cc2)cc1	6	-8	3	88	-6.4	-3	4	0.1	1
COc1ccccc1N1CCN(S(=O)(=O)CCNC(=O)c2ccc(OC(C)C)cc2)CC1	5	3	1	117	0.1	-3	-5	0.1	-2
CC1=NN(C)C(=O)C1Cc1c(F)cccc1Cl (configuration not stated)	2	0	3	94	·	7	4	0.0	1
CC(=O)Oc1ccc2occ(-c3ccccc3)c2c1	-4	2	7	97	0.8	5	9	0.1	0
c1ccc(-c2nc(NC3CCCC3)c3ccccc3n2)cc1	8	-13	1	107	-1.5	8	-3	0.4	-6
COC(=O)c1ccccc1NC(=S)N(C)C	-14	3	-1	100	0.4	5	-5	-0.1	3
Cc1[nH]nc2c1C1(C(=O)N(Cc3ccc(Cl)cc3)c3ccccc31)C(C#N)=C(N)O2 (configuration not stated)	4	19	2	103	1.5	8	3	0.1	3
O=C(NC1CCCCC1)N1CCCC(c2nc(-c3cccs3)no2)C1 (configuration not stated)	-5	-4	0	97	-1.2	4	-2	-0.1	-2
CCN(CC)S(=O)(=O)c1ccc(N2CCOCC2)c(NC(=O)C2CCCO2)c1 (configuration not stated)	7	-7	-4	109	-1.4	3	0	0.1	0
CCCn1c(=O)c(C(=O)NNC(=O)Cc2ccccc2)c(O)c2ccccc21	5	-20	1	105	0.1	-3	5	1.4	-2
CCn1nc(C)c(/C=N/NC(=O)Cn2nc(C)cc2C)c1C	4	2	-3	103	0.4	5	3	0.0	0
C/C(CC(=O)Nc1cc(Cl)ccc1Cl)=N\NC(=O)c1ccco1	4	8	0	105	2.4	4	9	0.0	-1
COc1ccc(C(=O)NC(CCSC)C(=O)N2CCCCCC2)cc1 (configuration not stated)	-18	-12	7	111	1.5	10	7	0.1	-1
CCOc1ccc2oc(C(=O)O)c(C)c2c1	9	-8	3	104	-5.3	2	2	0.0	-1
Cc1c(Cl)cnc(NC(=O)COC(=O)c2ccc3c(c2)OCO3)c1Cl	-1	2	17	132	-2.9	7	11	-0.2	-5
COc1ccc(-c2csc(Nc3ccc(C)cn3)n2)cc1OC	-7	6	-3	95	0.5	2	-4	-0.1	8
COCCNCCOCCOc1ccc(Cl)c(C)c1	8	10	5	94	1.5	1	6	0.1	-5
O=C(NCc1ccccn1)[C@H]1C[C@@H]1[C@H](NP(=O)(c1ccccc1)c1ccccc1)c1ccccc1	4	-5	2	100	0.8	5	3	0.3	-2
COc1cc(/C=C/C(=O)N2C(=O)c3cccc(N)c3C2=O)cc(OC)c1OC	5	5	11	106	-6.5	8	8	-0.1	-6
Cc1ccc(S(=O)(=O)Nc2ccc3c(c2)CCC3)cc1	-3	3	-4	84	-2.7	-2	-7	2.4	0
Cc1cc(C)n(-c2nc3ccccc3nc2N2CCN(C(=O)c3ccc(Cl)cc3)CC2)n1	-8	-9	2	93	-1.5	0	2	0.2	0
Fc1cccc(/C=N/Nc2ncnc3nc[nH]c23)c1	-2	0	3	103	1.3	8	8	0.0	2
Cc1c(C(=O)N2CCN(c3cccc(Cl)c3)CC2)cccc1[N+](=O)[O-]	16	1	-1	96	1.1	5	0	-0.2	3
S=c1[nH]ccn1-c1c(Cl)cccc1Cl	-1	7	-2	98	0.6	0	1	0.1	1
COCC(=O)N/N=C/c1c(C)[nH]n(-c2ccccc2)c1=O	7	-1	-1	112	-0.3	9	7	0.0	3
Cc1ccc(S(=O)(=O)CCC(=O)Nc2ccccc2Br)cc1	-13	-2	0	94	-0.8	-6	0	0.0	-3
COc1ccc2cc(C(=O)N3CCCCCC3)sc(=O)c2c1OC	-4	-1	3	93	-0.3	1	4	0.0	6
C#CCOC(=O)C(NC(=O)c1ccccc1)=C(C)C	-3	-5	-3	99	2.4	-7	1	0.0	4
COc1ccc(-n2sc3c(c2=S)-c2cc(OC)ccc2NC3(C)C)cc1	-19	0	2	96	-0.2	9	6	-0.1	8
O=C(Nc1ccc(Br)cn1)c1ccc([N+](=O)[O-])cc1Cl	7	-2	1	65*	-0.2	0	-4	0.4	1
